Bioassay records from PubChem BioAssay.
PfG6PD inh = PfG6PD (Plasmodium falciparum) enzyme inhibition | PfGluPho enzyme, NADPH resazurin-diaphorase fluorescence | hit rate 0.78% among 350,000 | inhibition, % at 20 µM;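 active = inhibition reaching at least a set limit at 20 µM in the primary screen, cut at about 59% in these data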;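 note: 0% = DMSO wells with substrate and 100% = DMSO wells lacking glucose-6-phosphate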
HKDC1 inh = inhibitors of human hexokinase HKDC1; Q2TB90; recombinant HKDC1, G6PDH/diaphorase resazurin coupled fluorescence; inhibition, % at 20 µM; hit rate 0.16% among 340,000;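 active = inhibition above about 35% when tested at 20 µM, limit read from the data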;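 note: plate controls were DMSO wells with enzyme for no effect and DMSO wells lacking enzyme for full effect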
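Assay system – recombinant HKDC1 (HK5) hexokinase enzyme, produced in-house · Input – HKDC1 at 5 µg/mL · Reagent – glucose plus 1 mM ATP as hexokinase substrates · Timing – 90 min reaction incubation at room temperature, dark · Measured by – G6PDH/diaphorase-coupled fluorescence, 1 mM NADP, 100 µM resazurin, 525/613 nm · Benchmarks – DMSO-enzyme wells negative, buffer-substituted wells positive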
ATG4B inh = ATG4B (human) cysteine protease inhibition. inhibition, % at 8.33 µM. Q9Y4P1. ATG4B cleavage of LC3-PLA2, NBD-HPC fluorescence, 1 h. hit rate 0.51% among 340,000; in the data active = inhibition above about 40%
Target sequence (Q9Y4P1 whole entry, looked up): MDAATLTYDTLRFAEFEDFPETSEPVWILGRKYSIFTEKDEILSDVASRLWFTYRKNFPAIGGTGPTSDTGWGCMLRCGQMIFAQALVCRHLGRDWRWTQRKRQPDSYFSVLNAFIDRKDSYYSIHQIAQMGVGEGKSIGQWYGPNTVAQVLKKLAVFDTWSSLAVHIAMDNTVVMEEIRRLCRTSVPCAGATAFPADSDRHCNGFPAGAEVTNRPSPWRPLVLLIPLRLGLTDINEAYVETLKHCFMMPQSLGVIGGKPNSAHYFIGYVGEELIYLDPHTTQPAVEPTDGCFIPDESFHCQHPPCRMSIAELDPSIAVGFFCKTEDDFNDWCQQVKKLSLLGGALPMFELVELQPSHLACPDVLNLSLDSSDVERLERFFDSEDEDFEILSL
hIAP activ = increases human intestinal alkaline phosphatase activity; P09923; purified human IAP, CDP-Star luminescence, 30 min; active compounds read high; 1 = vehicle-only enzyme, 0 = enzyme-free background; activation factor at 10 µM; hit rate 0.16% among 330,000;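 active = activation factor of the enzyme at least 2-fold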; note: the source names both 10 and 20 µM as test concentration; values of inactives mirror those of a sister screen read the other way
mIAP activ = increases mouse intestinal alkaline phosphatase activity; hit rate 0.24% among 330,000; muIAP, CDP-Star luminescence, 30 min; active compounds read high; 1 = vehicle-only enzyme signal, 0 = enzyme-free wells; activation factor at 10 µM; AID 2805;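 active = activation factor of at least 2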; note: the source names both 10 and 20 µM as test concentration; values of inactives mirror those of a sister screen read the other way
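also added = chemiluminescent substrate CDP-Star | test system = mouse IAP enzyme | signal = chemiluminescence readout | compound = DMSO-dissolved test compounds | incubation = 30 min at room temperature | benchmarks = DMSO wells, no-enzyme wells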
hIAP inh = human IAP inhibition; purified IAP, CDP-Star luminescence, 30 min; inhibition, % at 10 µM; hit rate 0.12% among 330,000; AID 2544;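 active = inhibition reaching a set limit with compound at 10 µM in the primary screen, cut at about 35% in these data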;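 note: plate controls were DMSO wells with enzyme for no effect and no-enzyme buffer wells for full effect; values of inactives mirror those of a sister screen read the other way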
A3A deaminase = human APOBEC3A DNA deaminase inhibition; P31941; recombinant A3A, FAM/TAMRA ssDNA deamination fluorescence; inhibition, % at 20 µM; hit rate 0.41% among 330,000;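 active = at least 40% inhibition at 20 µM here, with at most 30% in a related deaminase screen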;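 note: plate controls were A3A with DMSO for no effect and wells lacking A3A enzyme for full effect; some results filed as inactive read as strong as hits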
Target sequence (P31941 whole entry, looked up): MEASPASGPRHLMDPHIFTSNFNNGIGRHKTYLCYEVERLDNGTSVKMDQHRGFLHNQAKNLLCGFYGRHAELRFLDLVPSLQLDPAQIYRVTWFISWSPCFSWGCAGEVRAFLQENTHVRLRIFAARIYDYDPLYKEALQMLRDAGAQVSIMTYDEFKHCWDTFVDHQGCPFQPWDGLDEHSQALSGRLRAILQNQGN
mIAP block = blocks mouse intestinal alkaline phosphatase. inhibition, % at 10 µM. purified mouse IAP, CDP-Star luminescence, 30 min. hit rate 0.2% among 330,000;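 active = inhibition of at least 40% at 10 µM in the primary screen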;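 note: plate controls were DMSO with enzyme for no effect and no enzyme wells for full effect; values of inactives mirror those of a sister screen read the other way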
An asterisk follows results filed as active.

SMILES	PfG6PD inh	HKDC1 inh	ATG4B inh	hIAP activ	mIAP activ	hIAP inh	A3A deaminase	mIAP block
CCOc1ccccc1-c1nc2c([nH]1)c(=O)n(C)c(=O)n2C	1.3	6.5	-7.4	0.864	1.05	13.6	-1.1	-5.3
COc1cccc(Nc2nc3ccccc3nc2-n2nc(C)cc2C)c1	13.9	5.7	-1.2	1.02	1.01	-1.8	-3.0	-1.4
Cc1ccc(C(=O)N2CCC3(CC2)Oc2ccc(F)cc2C(=O)C32CC(c3ccc(Cl)cc3)=NO2)s1 (configuration not stated)	4.7	1.4	5.5	1.14	1.01	-14.0	-3.7	-0.7
O=C(NCc1ccccc1)N1CCC(Cc2ccccc2)CC1	-4.7	-5.2	16.2	1.37	0.943	-36.9	-4.0	5.7
Cc1ccc(Nc2cc(C)nc3c(C)ccc([N+](=O)[O-])c23)cc1	-2.5	9.3	18.4	1.83	0.893	-83.3	-2.3	10.7
O=C(COC(=O)c1ccccc1NC(=O)c1ccco1)NCc1ccc2c(c1)OCO2	-1.3	-9.2	-18.2	0.966	0.989	3.4	4.3	1.1
CCn1ccc(C(=O)NC2=C(C#N)CCC2)n1	-8.9	-3.9	2.2	0.928	0.984	7.2	1.7	1.6
CCNC(=O)CC1SC(=Nc2ccc(C)cc2)NC1=O (configuration not stated)	2.6	15.2	-5.5	1.07	0.916	-6.8	-0.3	8.4
Fc1ccc(Nc2cccc3nccnc23)cc1	-0.3	5.0	5.6	0.96	0.923	4.0	-2.8	7.7
CC(=O)Nc1ccc(C(=O)N2CCc3cc4c(cc3C2C)OCCCO4)cc1 (configuration not stated)	-2.5	-2.9	-6.8	0.715	0.975	28.5	-5.0	2.5
COc1cc(/C=C2\NC(=S)N(C)C2=O)ccc1OCc1ccccc1F	0.0	-0.2	-6.2	0.889	0.953	11.1	-0.4	4.7
Nc1nonc1-n1nnc(C(=O)N/N=C/c2ccccn2)c1CNc1ccccc1	25.1	-1.3	-15.3	1.17	0.907	-17.3	-5.4	9.3
COc1ccccc1NC(=O)NCCCl	-9.4	-3.3	-1.3	1.29	1.05	-29.2	-0.4	-4.6
Nc1nnnn1/N=C/c1ccccc1O	8.3	-2.8	-14.3	1.06	1	-5.7	-1.4	-0.4
Cc1ccc2cc(CCNC(=O)c3ccc4c(c3)OCO4)c(=O)[nH]c2c1C	-30.3	-5.9	-16.4	0.842	0.94	15.8	1.8	6.0
CCNc1nc(C)nc2c1oc1ccccc12	11.1	-7.3	-7.9	0.941	0.967	5.9	-1.1	3.3
Cc1ccc(C(=O)Nc2ccc(S(=O)(=O)N3CCN(C)CC3)cc2)o1	-5.0	-13.9	-0.6	0.879	0.97	12.1	-0.4	3.0
Cc1cc(C)n2c(SCc3ccccc3Cl)nnc2n1	3.5	-3.5	-1.8	1.12	0.976	-12.1	-0.8	2.4
CCn1ccc(C(=O)NCc2ccc3c(c2)OCO3)n1	-1.7	-1.6	3.4	1.03	0.924	-2.7	-0.5	7.6
CNc1nc(SCC(=O)Nc2ccccc2)nc(N2CCOCC2)n1	2.1	-3.2	-0.5	1.19	0.942	-18.5	0.4	5.8
CCOc1ccc(C(=O)Nc2nc3ccccc3[nH]2)cc1OCC	-8.1	-9.7	-1.1	1.33	0.889	-32.8	1.7	11.1
CN(C)c1ccc(CNCCC(Cc2ccccc2)c2ccco2)cc1 (configuration not stated)	-1.4	-5.4	10.0	0.882	0.957	11.8	0.2	4.3
Cc1ccc(S(=O)(=O)c2cnc(-c3ccccc3)nc2N2CCCCC2)cc1	1.2	-2.2	0.0	1	1.01	-0.2	-3.6	-0.7
CCOc1ccc(C2NC(=O)CCC2[N+](=O)[O-])cc1 (configuration not stated)	2.7	-8.2	-2.4	1.12	1.09	-12.3	-1.2	-8.9
Cc1ccccc1-n1c(SCc2c(C)noc2C)nnc1-c1ccncc1	-4.5	4.4	-6.5	1.03	1.03	-2.7	0.5	-3.1
O=C(N[C@H]1C/C=C\C[C@H](CC(=O)N(CCO)Cc2ccccc2)C(=O)N[C@@H](c2ccccc2)COC1=O)OCC1c2ccccc2-c2ccccc21	14.5	-0.8	19.1	1.15	1.02	-14.5	-1.8	-2.0
Cc1sc2ncnc(NCC(c3ccccc3)N(C)C)c2c1C (configuration not stated)	10.9	-2.8	28.6	0.919	0.978	8.1	-3.5	2.2
C/C(N)=C(/C#N)C(=O)COC(=O)COc1ccc(Cl)cc1C	-3.3	-1.3	0.1	1.67	1.03	-66.8	5.5	-2.9
O=C(CS(=O)CC(=O)N(CC(=O)NC1CCCC1)C1CCCC1)Nc1ccc(F)cc1 (configuration not stated)	-2.4	-3.3	3.4	1.02	1.05	-2.3	-0.6	-5.5
Cc1ccc(C(=O)OCC(=O)N(CC(C)C)c2c(N)n(Cc3ccccc3)c(=O)[nH]c2=O)s1	-9.7	-4.1	4.6	1	1.05	-0.1	14.9	-5.0

Entries shown so far that contain a Cl atom (4):
SMILES	PfG6PD inh	HKDC1 inh	ATG4B inh	hIAP activ	mIAP activ	hIAP inh	A3A deaminase	mIAP block
Cc1ccc(C(=O)N2CCC3(CC2)Oc2ccc(F)cc2C(=O)C32CC(c3ccc(Cl)cc3)=NO2)s1 (configuration not stated)	4.7	1.4	5.5	1.14	1.01	-14.0	-3.7	-0.7
COc1ccccc1NC(=O)NCCCl	-9.4	-3.3	-1.3	1.29	1.05	-29.2	-0.4	-4.6
Cc1cc(C)n2c(SCc3ccccc3Cl)nnc2n1	3.5	-3.5	-1.8	1.12	0.976	-12.1	-0.8	2.4
C/C(N)=C(/C#N)C(=O)COC(=O)COc1ccc(Cl)cc1C	-3.3	-1.3	0.1	1.67	1.03	-66.8	5.5	-2.9

Remaining list, next part.
SMILES	PfG6PD inh	HKDC1 inh	ATG4B inh	hIAP activ	mIAP activ	hIAP inh	A3A deaminase	mIAP block
O=C(O)CS(=O)CC(=O)NCc1cccc(C(F)(F)F)c1 (configuration not stated)	1.0	-5.3	-1.1	0.986	0.943	1.4	-0.2	5.7
O=C(Nc1ccccc1F)C1CCCN(S(=O)(=O)c2ccccc2)C1 (configuration not stated)	-3.8	-3.4	-5.6	0.947	0.986	5.3	-3.5	1.4
Nc1nc(NC(=O)c2ccccc2Cl)nn1-c1ccccc1	-7.2	-0.8	-5.9	1.1	1.04	-10.2	-3.3	-4.4
Cc1ccc(S(=O)(=O)C2CCCCC2=O)cc1 (configuration not stated)	6.0	-10.1	0.9	1.06	0.979	-6.3	6.7	2.1
CCOC(=O)c1cnc(-n2nc(C)cc2C)nc1NC1CCCCC1	15.8	7.1	0.0	1.07	0.919	-7.3	0.2	8.1
Cc1cc(C)n2nc(SC(C)C(=O)N(C)C3CCCCC3)nc2n1 (configuration not stated)	-2.5	-8.6	-3.2	1.1	1.12	-10.5	-0.6	-11.8
COC(=O)c1cc(Br)c(=O)n(CCC2=CCCCC2)c1	2.5	4.6	4.5	1.06	1.01	-6.5	4.6	-1.4
O=C1C(NS(=O)(=O)c2ccc(Br)cc2)=C(N2CCCCC2)C(=O)c2ccccc21	1.2	15.8	-0.8	0.92	0.934	8.0	-3.0	6.6
COc1ccc(CCNc2nc(C)nc3c2oc2ccccc23)cc1OC	-14.6	-0.1	-16.4	1.25	1.06	-25.4	2.4	-6.0
NC(=O)c1c(N)sc(=S)n1CC1CCCO1 (configuration not stated)	-3.2	1.0	2.9	1.09	0.96	-8.8	-2.7	4.0
O=c1cc(-c2ccc(F)cc2)[nH][nH]1	-1.5	-7.9	0.9	1.57	0.961	-57.3	0.5	3.9
Cc1nnc(SCC(=O)N2CCCCC2)n1CC1CCCO1 (configuration not stated)	-18.3	-0.7	4.3	0.745	0.936	25.5	1.5	6.4
Cc1ccc(Nc2nnc(SCC(=O)c3cc4ccccc4o3)s2)cc1C	14.6	11.5	-4.8	0.972	0.894	2.8	-2.9	10.6
CCN=C1SC(C(=O)Nc2ccc(OCC)cc2)CC(=O)N1CC (configuration not stated)	-1.6	10.2	12.2	1.07	0.917	-7.0	-0.5	8.3
Fc1ccc(-c2cc3nc4c(c(N5CCOCC5)n3n2)CCCC4)cc1	16.7	-4.7	-6.3	1.21	0.953	-20.7	-0.9	4.7

Copied from the results shown for reference:
SMILES	PfG6PD inh	HKDC1 inh	ATG4B inh	hIAP activ	mIAP activ	hIAP inh	A3A deaminase	mIAP block
O=C(O)CS(=O)CC(=O)NCc1cccc(C(F)(F)F)c1 (configuration not stated)	1.0	-5.3	-1.1	0.986	0.943	1.4	-0.2	5.7
O=C(Nc1ccccc1F)C1CCCN(S(=O)(=O)c2ccccc2)C1 (configuration not stated)	-3.8	-3.4	-5.6	0.947	0.986	5.3	-3.5	1.4
Nc1nc(NC(=O)c2ccccc2Cl)nn1-c1ccccc1	-7.2	-0.8	-5.9	1.1	1.04	-10.2	-3.3	-4.4

2 of these compounds in a different format.
| SMILES | PfG6PD inh | HKDC1 inh | ATG4B inh | hIAP activ | mIAP activ | hIAP inh | A3A deaminase | mIAP block |
| --- | --- | --- | --- | --- | --- | --- | --- | --- |
| COc1ccc(CCNc2nc(C)nc3c2oc2ccccc23)cc1OC | -14.6 | -0.1 | -16.4 | 1.25 | 1.06 | -25.4 | 2.4 | -6.0 |
| NC(=O)c1c(N)sc(=S)n1CC1CCCO1 (configuration not stated) | -3.2 | 1.0 | 2.9 | 1.09 | 0.96 | -8.8 | -2.7 | 4.0 |

(more compounds)
SMILES	PfG6PD inh	HKDC1 inh	ATG4B inh	hIAP activ	mIAP activ	hIAP inh	A3A deaminase	mIAP block
COc1ccc(CNC(=O)CSc2ccsc2[N+](=O)[O-])cc1	7.2	-3.2	6.3	0.994	0.92	0.6	-1.4	8.0
CSc1ncc(Cl)c(C(=O)NCc2cccnc2)n1	-9.4	2.0	-0.6	1.03	1.02	-3.4	2.2	-2.5
Cc1cc2oc(=O)cc(CN3CCN(S(=O)(=O)c4cccs4)CC3)c2cc1C(C)C	13.4	-6.0	6.0	1.03	0.888	-3.0	-0.7	11.2
COc1ccc(S(=O)(=O)NCc2ccc3c(c2)OCO3)cc1OC	-8.1	4.4	-3.2	0.964	0.981	3.6	-3.9	1.9
Cc1ccc(NC2CCCN(C(=O)CN3C(=O)CSC3=O)C2)cc1C (configuration not stated)	-6.8	-1.8	-2.2	1	1.01	0.0	1.5	-1.1
O=C(O)/C=C/C(=O)NNC(=O)c1ccccc1Br	-2.7	-11.1	3.5	1.09	0.936	-8.6	3.2	6.4
COCc1ccc(C(=O)N2CCN(CC(=O)N3CCCC3)CC2)cc1	6.8	-5.8	-1.2	1.02	1.06	-2.1	-0.8	-6.1
Cc1csc2c(=O)sc(NC(=O)c3ccc(F)cc3Cl)nc12	-4.3	2.0	-0.9	0.913	0.909	8.7	0.3	9.1
COc1ccc(Cl)cc1S(=O)(=O)n1ccnc1C(C)C	-5.3	-1.9	-5.3	0.998	0.976	0.2	-0.1	2.4
COc1cccc(N2CCN(CC(=O)Nc3ccnn3C3CCCC3)CC2)c1	7.7	-5.0	-2.6	0.867	1.17	13.3	-3.4	-16.6
COc1ccc(Cn2c(=O)sc3ccccc3c2=O)cc1	-31.1	3.9	4.2	0.86	0.857	14.0	-1.3	14.3
Cc1ccc(CSC2=NCCN2C(=O)C2CC2)cc1	4.9	-3.2	-14.8	1.07	0.942	-6.8	-0.5	5.8
CC1CCCC/C1=N\NC(=S)Nc1ccccc1 (configuration not stated)	8.2	3.1	-2.4	0.867	0.806	13.3	-4.0	19.4
C=CCc1cc(C)ccc1OCCOCCN1CCN(C)CC1	2.9	5.2	-1.1	1.1	0.931	-10.5	-5.0	6.9
CCN(CC)S(=O)(=O)c1ccc(/C(O)=C(\C#N)c2nc3ccccc3n2C)cc1	-4.5	-4.4	-15.0	1.04	0.941	-3.9	1.7	5.9
